Vif-A3G inh – inhibitors of Vif-APOBEC3G interaction. Q9HC16. HeLa A3G-eYFP + Vif (tagged APOBEC3G with the HIV-1 protein that degrades it), YFP fluorescence, overnight. Potency, µM (highest dose often 46.1 µM), for the others: top-dose activity, negative = active, usual class: inhibitors. 0.076% of 410,000 active. AID 602310;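 also: potency is read from the fitted curve at half-maximal effect; % is scaled to controls: 0 for no effect and ±100 for the full control effect; nearly all actives have a fitted effect of over 60% in size; hits raise eYFP signal because A3G escapes Vif-driven loss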
Target sequence (Q9HC16 whole entry, looked up): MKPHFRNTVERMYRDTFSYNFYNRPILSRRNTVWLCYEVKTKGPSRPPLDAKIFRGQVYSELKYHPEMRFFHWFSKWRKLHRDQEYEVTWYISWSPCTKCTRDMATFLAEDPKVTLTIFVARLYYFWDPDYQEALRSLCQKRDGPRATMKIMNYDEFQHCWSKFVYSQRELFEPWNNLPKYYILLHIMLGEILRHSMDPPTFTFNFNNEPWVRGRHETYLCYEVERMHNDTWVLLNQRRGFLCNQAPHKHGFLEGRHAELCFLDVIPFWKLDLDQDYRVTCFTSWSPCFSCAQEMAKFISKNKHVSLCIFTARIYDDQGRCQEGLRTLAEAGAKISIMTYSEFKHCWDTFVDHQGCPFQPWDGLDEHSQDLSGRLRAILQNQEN
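HeLa cells stably expressing Vif and C-terminally eYFP-tagged A3G, seeded overnight at 37 deg C, then exposed to compound by pintool overnight at 37 deg C. Rise in yellow fluorescence (Ex 488/Em 500-530, Acumen) marks blocked Vif-driven A3G degradation.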
GRP78 ERSR act – induces the endoplasmic reticulum stress response in human glioma cells; U87-MG GRP78 promoter luciferase reporter, 16 h; Potency, µM, for inactives: at the top dose activation, usual class: activators; 0.02% of 420,000 active; also: potency is read from the fitted curve at half-maximal effect; series mostly up to about 76 µM; % of control where 0% means no effect; nearly all actives have a fitted effect of over 35% in size
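Stably transfected U87-MG human glioma cells carrying a GRP78-based luminescent sensor were seeded at 1000 cells/well, pin-dosed with compounds and incubated 16 h. Luciferase reagent was then added, and end-point luminescence was read after 10 min at room temperature.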
LDHA inh – LDHA (human) enzyme inhibition. AID 1347041. purified LDHA, NADH/diaphorase-resazurin fluorescence; stronger effect = lower value. P00338. activity change, % (values are at about 110 or 230 µM). 0.15% of 480,000 active; in the data active = activity change below about -30%; inconclusive = mostly about -25% to -30%;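 also: plate controls were DMSO wells for no effect and wells without enzyme for full effect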
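Resorufin fluorescence (ex540/em590), read at 0 and 20 min after diaphorase/resazurin addition, reports the NADH left after a 5 min room-temperature reaction of 2 nM human LDH5 with 0.06 mM NADH and 0.2 mM pyruvate.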
RXFP1 agonist – agonists of human relaxin receptor RXFP1. Q9HBX9. HEK293T-RXFP1 cAMP TR-FRET, 30 min; response scale: percent of porcine relaxin response, buffer zero. 0.3% of 370,000 active. AID 2676. Potency, µM (highest dose often 57.5 µM), for inactives: top-dose activation, most hits filed as activators; also: potency is read from the fitted curve at half-maximal effect; % is scaled to controls: 0 for no effect and ±100 for the full control effect; nearly all actives have a fitted effect of over 60% in size; many of its hits are not listed in these tables
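HEK293 cells stably expressing RXFP1, treated 30 min at 37C with compounds plus PDE4 inhibitor Ro 20174; cAMP measured by HTRF TR-FRET. Normalized to buffer and 29 nM porcine relaxin; EC50 by Hill fit.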
IDH1 R132H inh – blocks human mutant IDH1 R132H enzyme | 0.093% of 390,000 active | O75874 | IDH1-R132H enzyme, NADPH consumption, diaphorase/resazurin fluorescence | Potency, µM (series often up to 76.6 µM), for inactives: at the highest dose activity change, negative = inhibition, most hits filed as inhibitors | AID 602179; also: potency is read from the fitted curve at half-maximal effect; % is scaled to controls: 0 for no effect and ±100 for the full control effect; nearly all actives have a fitted effect of over 65% in size
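IDH1-R132H (0.5 ug/mL dispensed) in pH 7.5 Tris buffer was preincubated 30 min with compound, then given a substrate mix of 0.016 mM NADPH and 2 mM alpha-KG for 80 min at room temperature; remaining NADPH was read by diaphorase/resazurin fluorescence.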
PI4K2A inh – PI4K2A (human) kinase inhibition | Q9BTU6 | purified PI4K2A, ADP-Glo luminescence, 1 h; stronger effect = lower value | activity change, negative = inhibition, % at 76.9 µM | 0.13% of 420,000 active | AID 1346378; in the data active = activity change below about -50%; inconclusive = mostly about -30% to -49%;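 also: -100% = wells without enzyme as full effect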
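ADP-Glo luminescence measured ADP generated by PI4K2A enzyme (4 ug/mL before mixing) with 1.2 mM PI substrate (pre-mix) and 300 microM ATP (pre-mix). Tris pH7.5 buffer with MgCl2, Triton X-100; 1 h reaction at ambient temperature.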
USP1-UAF1 inh – inhibitors of human USP1/UAF1 deubiquitinase | 0.23% of 390,000 active | O94782 | Potency, µM (top dose mostly 57.1 µM), for inactives: top-dose activity change, negative = inhibition, most hits filed as inhibitors | recombinant USP1/UAF1, Ub-Rhodamine cleavage fluorescence | AID 743255; also: potency is read from the fitted curve at half-maximal effect; % is scaled to controls: 0 for no effect and ±100 for the full control effect; nearly all actives have a fitted effect of over 60% in size; inactives centre near -12
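High-throughput fluorogenic screen: 1nM USP1/UAF1 complex, Ub-Rho substrate 150nM final, 50mM HEPES pH 7.8 with 0.5mM EDTA, 0.1 mg/ml BSA, 1mM TCEP and 0.01% Tween-20.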
Vif-APOBEC3F blk – blocks the Vif interaction with APOBEC3F | HeLa A3F-eYFP + Vif (tagged APOBEC3F with the HIV-1 protein that degrades it), YFP fluorescence increase | 0.2% of 390,000 active | Potency, µM (highest dose often 46.1 µM), for the others: top-dose activity, negative = active | AID 602313; also: potency is read from the fitted curve at half-maximal effect; % of control where 0% means no effect; nearly all actives have a fitted effect of over 65% in size
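Fluorescence increase (Ex 488/Em 500-530) after overnight compound treatment at 37 deg C flags inhibition of Vif-driven A3F-eYFP loss in stable HeLa A3F-eYFP/Vif cells seeded overnight beforehand.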
TrxR1 substrate – is turned over as a substrate by rat TrxR1; O89049; purified TrxR1 substrate turnover, NADPH consumption readout; Potency, µM (series often up to 114 µM), inactives show top-dose activity change, negative = substrate turnover; 0.01% of 390,000 active; AID 588456; also: potency is read from the fitted curve at half-maximal effect; % is scaled to controls: 0 for no effect and ±100 for the full control effect; nearly all actives have a fitted effect of over 50% in size
Target sequence (O89049 whole entry, looked up): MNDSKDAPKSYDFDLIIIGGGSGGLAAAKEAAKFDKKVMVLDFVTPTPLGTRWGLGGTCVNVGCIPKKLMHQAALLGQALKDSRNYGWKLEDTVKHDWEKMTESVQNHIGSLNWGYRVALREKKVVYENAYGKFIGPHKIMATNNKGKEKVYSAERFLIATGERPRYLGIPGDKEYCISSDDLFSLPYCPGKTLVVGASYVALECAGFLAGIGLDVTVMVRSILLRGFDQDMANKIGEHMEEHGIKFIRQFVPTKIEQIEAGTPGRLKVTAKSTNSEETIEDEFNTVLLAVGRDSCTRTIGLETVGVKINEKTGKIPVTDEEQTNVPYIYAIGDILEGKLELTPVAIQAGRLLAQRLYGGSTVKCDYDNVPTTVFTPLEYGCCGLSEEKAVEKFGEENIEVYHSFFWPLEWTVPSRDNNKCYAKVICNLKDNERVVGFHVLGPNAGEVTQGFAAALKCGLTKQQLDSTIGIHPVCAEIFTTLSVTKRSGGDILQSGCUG
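Rat TrxR1, dispensed at 90 nM, was prereduced with 400 uM NADPH (final) for 5 min at ~22 deg C, then incubated with compound 15 min before 400 uM selenite. A first-read NADPH fluorescence drop versus no-compound background flagged substrates.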
* hit, by the source's call; ? = inconclusive; nt = no result given; & = joins results of further samples; [ ] = another dose, or the depositor's remark. Unless noted, calls follow the shape of the dose curve; as a rule, active = well fitted curve in the direction sought with a large enough effect; inconclusive = small, poorly fitted or top-dose-only effect, or another doubt; inactive = no such curve, though single readings can be large; an effect the other way counts as inactive or inconclusive. The list is partial. The share of hits here may be higher or lower than overall.

1: COC(=O)c1ccc(C(=O)N2CCCC(Nc3ccc(C(C)C)cc3)C2)cc1 (stereo not drawn)
2: CCOc1ncccc1C(=O)N(C)CC(=O)Nc1ccccc1SC
3: CCN(C(=O)c1ccc2c(=O)n3c(nc2c1)CCCCC3)c1ccc(F)cc1
4: CC(C)NC(=O)Nc1ccc2c(c1)CC(=O)N([C@@H](C)CO)C[C@H](C)[C@@H](CN(C)C(=O)NC1CCCCC1)O2
5: C=CCOc1ccc(/C=N/NC(C)=O)cc1OCC
6: NC(=O)CC(NC(=O)c1ccccc1)c1ccc(N2CCC(N3CCCC3)CC2)c([N+](=O)[O-])c1 (stereo not drawn)
7: CCOc1cc(NC(=S)NCCCN2CCOCC2)c(OCC)cc1NC(=O)C1CC1
8: Cc1cc(=O)[nH]c(N/N=C/c2ccccn2)n1

assay / entry,1,2,3,4,5,6,7,8
Vif-A3G inh,-1%,1%,1%,0%,-5%,0%,1%,-23%
GRP78 ERSR act,-2%,-2%,-3%,-3%,-2%,-1%,-7%,-2%
LDHA inh,0,0,-5,3,-2,-5,-1,6
RXFP1 agonist,1.0%,-1.1%,2.7%,nt,2.7%,1.4%,0.1%,-0.4%
IDH1 R132H inh,9%,3%,-12%,28%,5%,-9%,12%,7%
PI4K2A inh,-3,-8,4,0,0,0,6,-4
USP1-UAF1 inh,-5%,-5%,-23%,-15%,-20%,-28%,-10%,-8%
Vif-APOBEC3F blk,-9%,7%,1%,-4%,2%,-1%,5%,0%
TrxR1 substrate,-4%,-20%[57.1 µM],6%,3%,0%[57.1 µM],-1%,3%,-14%

9: O=C(OCc1c(Cl)cccc1Cl)c1ccccn1
10: CSCCC(NC(=O)c1ccccc1Cl)C(=O)Nc1cccc(S(=O)(=O)N2CCCC2)c1 (stereo not drawn)
11: COc1ccc(NC(=O)COC(=O)c2cc(C)oc2C)cc1OC
12: Cn1c(SCC(=O)NC(=O)CN2CCCC2=O)nnc1-c1ccc(F)cc1
13: COC(=O)c1cc(C(=O)Nc2ccc(C)cn2)cc([N+](=O)[O-])c1
14: Cc1nn(C(C)c2n[nH]c(=S)n2-c2ccc(F)cc2)c(C)c1[N+](=O)[O-] (stereo not drawn)
15: CCN(CC)S(=O)(=O)c1ccc(C(=O)N=c2sc3cccc(OC)c3n2C)cc1
16: O=C(CSc1nnc(-c2cccc(Br)c2)o1)NCC1CCCO1 (stereo not drawn)

assay / entry,9,10,11,12,13,14,15,16
Vif-A3G inh,-3%,0%,-5%,8%,3%,-1%,1%,-3%
GRP78 ERSR act,-3%,-1%,-4%,-2%,-2%,0%,-1%,1%
LDHA inh,-3,-3,-1,-8,-6,-3,-7,-1
RXFP1 agonist,1.2%,-0.2%,-0.2%,0.2%,9.2%,-0.3%,3.7%,nt
IDH1 R132H inh,3%,-12%,5%,-2%,0%,-5%,-13%,-8%
PI4K2A inh,6,4,-6,-1,0,3,3,-7
USP1-UAF1 inh,-13%,1%,-24%,-10%,-4%,-4%,-9%,-12%
Vif-APOBEC3F blk,nt,-24%,-11%,-1%,-8%,-11%,1%,-3%
TrxR1 substrate,-2%,3%,-1%,-2%,4%,-4%,12%[11.4 µM],nt

17: Cc1nnc2n(C)c(=O)c3c4c(sc3n12)COC(C)(C)C4
18: Cc1ccc(/C=N/n2c(COc3ccccc3)n[nH]c2=S)s1
19: CN(C)C(=O)c1cccn(Cc2cccc(C(F)(F)F)c2)c1=O
20: Cc1ccc2c(c1)cc(CN(Cc1ccco1)C(=O)COc1ccccc1)c1nnnn12
21: Cc1cc(-c2c(C(=O)N3CCOCC3)c(C)nn2-c2ccccc2)no1
22: COc1ccc(-c2cc(C(=O)Nc3ccc(C)cc3)no2)cc1
23: COc1ccc(NC(=O)CSc2nc3c(oc4ccccc43)c(=O)n2Cc2ccco2)cc1Cl
24: CC(=O)C1=C(C)Nc2ncnn2C1c1ccc(Br)cc1 (stereo not drawn)

assay / entry,17,18,19,20,21,22,23,24
Vif-A3G inh,-2%,2%,0%,1%,0%,2%,?,0%
GRP78 ERSR act,-1%,0%,0%,-3%,-6%,0%,-2%,-3%
LDHA inh,2,0,-1,-1,-1,-5,-5,-4
RXFP1 agonist,nt,0.9%,-1.1%,0.4%,3.1%,6.0%,4.3%,2.0%
IDH1 R132H inh,9%,3%,-3%,9%,-1%,2%,-16%,7%
PI4K2A inh,5,3,5,-1,0,4,1,2
USP1-UAF1 inh,-10%,-8%,-15%,-13%,3%,-15%,-9%,-15%
Vif-APOBEC3F blk,4%,-3%,7%,5%,5%,-2%,8.9µM*,-1%
TrxR1 substrate,6%,-4%,3%,7%,3%[57.1 µM],54%[activator],12%[0.457 µM],2%

Part of the list above in another layout.
Values run as follows: Vif-A3G inh | GRP78 ERSR act | LDHA inh | RXFP1 agonist | IDH1 R132H inh | PI4K2A inh | USP1-UAF1 inh | Vif-APOBEC3F blk | TrxR1 substrate
#24 CC(=O)C1=C(C)Nc2ncnn2C1c1ccc(Br)cc1 (stereo not drawn)
  0% | -3% | -4 | 2.0% | 7% | 2 | -15% | -1% | 2%
#23 COc1ccc(NC(=O)CSc2nc3c(oc4ccccc43)c(=O)n2Cc2ccco2)cc1Cl
  ? | -2% | -5 | 4.3% | -16% | 1 | -9% | 8.9µM* | 12%[0.457 µM]

Next part
25: Cc1cc(=O)n(CC=C(Cl)Cl)c2ccccc12
26: Cc1ccc(NC(=O)CNc2cc(S(=O)(=O)N3CCOCC3)ccc2N2CCOCC2)cc1S(=O)(=O)N(C)C
27: O=C(CNCCc1ccc(Cl)cc1Cl)NCc1ccco1
28: O=C(NC12CC3CC(CC(C3)C1)C2)N(Cc1ccccc1)Cc1ccncc1
29: Cn1c(=O)c(Nc2ccc(Cl)cc2)c2c3c(cccc31)C(=O)c1ccccc1-2
30: COc1ccc(S(=O)(=O)N2CCC(NC(=O)Nc3ccc(C)cc3)CC2)cc1
31: O=C(/C=C/c1ccccc1)NC(=S)NNC(=O)c1cnccn1
32: Cc1ccc(C(=O)OCC(=O)N(CCc2ccccc2)Cc2ccccc2)cc1S(=O)(=O)N1CCOCC1

assay / entry,25,26,27,28,29,30,31,32
Vif-A3G inh,-7%,2%,-9%,-1%,?,1%,1%,1%
GRP78 ERSR act,-4%,-5%,-4%,-6%,0%,-5%,?,-4%
LDHA inh,0,-5,-1,2,-4,0,1,-4
RXFP1 agonist,2.7%,nt,1.7%,-2.1%,2.3%,-1.4%,2.6%,0.3%
IDH1 R132H inh,8%,-1%,1%,0%,2%,0%,-4%,6%
PI4K2A inh,-5,0,2,-4,0,0,-2,1
USP1-UAF1 inh,-10%,-9%,-17%,-20%,10µM*,-12%,-4%,-22%
Vif-APOBEC3F blk,0%,3%,-12%,3%,5µM*,-8%,-10%,1%
TrxR1 substrate,-1%,-10%,4%,12%,2%[57.1 µM],-11%,-4%[57.1 µM],-7%

USP1-UAF1 inh: what is marked active above.
cpd | SMILES | LDHA inh | IDH1 R132H inh | PI4K2A inh | USP1-UAF1 inh | TrxR1 substrate
29 | Cn1c(=O)c(Nc2ccc(Cl)cc2)c2c3c(cccc31)C(=O)c1ccccc1-2 | -4 | 2% | 0 | 10µM* | 2%[57.1 µM]

2 records picked at random from those above, as already listed:
31: O=C(/C=C/c1ccccc1)NC(=S)NNC(=O)c1cnccn1
26: Cc1ccc(NC(=O)CNc2cc(S(=O)(=O)N3CCOCC3)ccc2N2CCOCC2)cc1S(=O)(=O)N(C)C

assay / entry,31,26
Vif-A3G inh,1%,2%
GRP78 ERSR act,?,-5%
LDHA inh,1,-5
RXFP1 agonist,2.6%,nt
IDH1 R132H inh,-4%,-1%
PI4K2A inh,-2,0
USP1-UAF1 inh,-4%,-9%
Vif-APOBEC3F blk,-10%,3%
TrxR1 substrate,-4%[57.1 µM],-10%

Other entries follow:
33: COc1ccc(NS(=O)(=O)c2cc3[nH]c(=O)c(=O)[nH]c3cc2C)cc1OC
34: Nn1c(SCC(=O)N2CCCc3ccccc32)nnc1-c1ccccc1
35: COc1ccc(N2CCN(C(=O)C3CCN(c4nc5ccc(C)cc5[nH]4)CC3)CC2)cc1
36: O=C(NCc1ccc(F)cc1)c1ccc(N2CCOCC2)c([N+](=O)[O-])c1
37: CCc1nc(NCC2CCCO2)c2oc3ccccc3c2n1 (stereo not drawn)
38: COc1ccc(C2c3[nH]c4ccccc4c3C[C@H]3C(=O)N(c4ccccc4C(=O)N4CCC[C@@H]4C(=O)O)C(=O)N23)cc1 (stereo partly drawn)
39: O=C(CSc1nc2ncc(Cl)cc2[nH]1)NCCc1ccc(F)cc1

assay / entry,33,34,35,36,37,38,39
Vif-A3G inh,6%,0%,4%,1%,0%,0%,0%
GRP78 ERSR act,0%,2%,3%,-2%,-2%,0%,-5%
LDHA inh,11&9,-8,1,-4,-9,-1,-6
RXFP1 agonist,4.1%,-0.4%,-0.9%,-2.8%,-1.0%,-0.3%,-2.1%
IDH1 R132H inh,18%,-1%,15%,-3%,9%,-8%,2%
PI4K2A inh,-3,-13,1,3,-7,-1,3
USP1-UAF1 inh,-7%,-8%,6%,-16%,-15%,-13%,-7%
Vif-APOBEC3F blk,11%,-2%,-2%,4%,nt,3%,-10%
TrxR1 substrate,2%[57.1 µM],-4%,6%[57.1 µM],-6%,6%,6%,-1%[57.1 µM]
